Screening results as filed in PubChem.
EPAC1 agonist = EPAC1 (human) agonism; Potency, µM (titrated, usually from 154 µM), inactives show at the top dose activation, usual class: activators; 360,000 tested, 0.073% active; EPAC1 agonist qHTS, biochemical assay; response scale: 100% = response to 6.5 mM cAMP; O95398; also: potency is read from the fitted curve at half-maximal effect; nearly all actives have a fitted effect of over 60% in size
Target sequence (O95398 whole entry, looked up): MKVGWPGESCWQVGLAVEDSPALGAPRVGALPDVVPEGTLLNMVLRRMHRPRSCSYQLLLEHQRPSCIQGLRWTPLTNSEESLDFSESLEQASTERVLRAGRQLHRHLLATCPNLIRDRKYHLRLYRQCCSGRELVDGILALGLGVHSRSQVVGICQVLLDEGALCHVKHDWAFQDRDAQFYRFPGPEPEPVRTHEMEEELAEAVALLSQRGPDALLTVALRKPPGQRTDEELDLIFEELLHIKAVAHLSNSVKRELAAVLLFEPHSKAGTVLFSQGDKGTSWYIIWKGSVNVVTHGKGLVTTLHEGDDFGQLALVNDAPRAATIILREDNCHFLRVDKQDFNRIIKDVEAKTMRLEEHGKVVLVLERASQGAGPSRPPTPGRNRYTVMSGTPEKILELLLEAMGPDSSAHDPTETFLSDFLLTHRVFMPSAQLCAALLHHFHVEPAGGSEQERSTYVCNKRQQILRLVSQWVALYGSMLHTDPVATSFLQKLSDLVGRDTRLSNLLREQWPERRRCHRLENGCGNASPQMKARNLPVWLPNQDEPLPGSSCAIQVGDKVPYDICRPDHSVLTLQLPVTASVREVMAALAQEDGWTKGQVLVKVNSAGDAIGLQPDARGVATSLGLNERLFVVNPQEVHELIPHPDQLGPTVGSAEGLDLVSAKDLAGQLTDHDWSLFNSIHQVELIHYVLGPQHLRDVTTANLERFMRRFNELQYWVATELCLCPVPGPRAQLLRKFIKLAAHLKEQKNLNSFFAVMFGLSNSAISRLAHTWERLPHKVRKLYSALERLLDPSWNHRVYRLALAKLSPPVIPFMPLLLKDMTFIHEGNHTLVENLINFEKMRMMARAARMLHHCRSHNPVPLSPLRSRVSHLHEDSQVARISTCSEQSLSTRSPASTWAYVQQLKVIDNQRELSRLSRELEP
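Compounds were pinned as a concentration titration into mixtures of EPAC1 (100 nM), BODIPY-GDP-loaded Rap1B (250 nM) and GDP (50 uM). After 5 min at room temperature, fluorescence was followed for 30 min; activity was scaled to 6.5 mM cAMP.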
WRN helicase inh = inhibitors of human WRN helicase; WRN helicase unwinding, fluorescent forked duplex, kinetic; 360,000 tested, 0.46% active; Potency, µM (top dose mostly 114 µM), without a hit: top-dose activity change, negative = inhibition, hits mostly inhibitors; Q14191; also: potency is read from the fitted curve at half-maximal effect; % is scaled to controls: 0 for no effect and ±100 for the full control effect; nearly all actives have a fitted effect of over 55% in size
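Enzyme (20 nM final) and test compound sit together 15 min at room temperature before substrate addition. Substrate is a single-forked duplex oligonucleotide (100 nM) labelled with fluorophore and quencher, with 2 mM ATP; helicase unwinding raises red fluorescence, read kinetically.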
PI5P4Ka inh = blocks human PI5P4K alpha kinase activity; PI5P4Kalpha enzyme, ADP-Glo luminescence, 60 min; active compounds read low; max response, %; P48426; 330,000 tested, 1.2% active; AID 652105; active = max response of -50% or lower; inconclusive = between -30% and -50%; inactive = -30% or higher; also: value at the top dose of about 77 µM; % is scaled to controls: 0 for no effect and ±100 for the full control effect
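Enzyme plus substrate dispensed, test compounds pinned in, then ATP (5 microM final) added. After 60 min at RT, ADP-Glo reagent 1 for 45 min and reagent 2 for 30 min preceded luminescence imaging.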
PLK1 PBD inh = inhibitors of human PLK1 polo-box domain binding; AID 720504; Plk1 PBD binding of FITC phosphopeptide, fluorescence polarization; 360,000 tested, 2.8% active; Potency, µM, for inactives: max response, negative = inhibition, usual class: inhibitors; P53350; also: potency is read from the fitted curve at half-maximal effect; series mostly up to about 57 µM; % is scaled to controls: 0 for no effect and ±100 for the full control effect; nearly all actives have a fitted effect of over 65% in size
IL-2 act = activates IL-2 in a cell-based reporter assay. IL-2 activation reporter assay, cell-based qHTS; stimulated with anti-CD3/CD4/CD28 beads; in transgenic mouse T cells. activation, % (series mostly up to about 46 µM). 360,000 tested, 0.065% active. AID 652025; in the data active = activation above about 50%; inconclusive = mostly about 30% to 49%; also: 0% is about no effect
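EGFP and DsRed fluorescence is measured by plate cytometry in unstimulated transgenic mouse T cells exposed to compound for 60 minutes, then stimulated 18 hours at 37 degrees C with anti-CD3/anti-CD4 beads plus anti-CD28.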
EPAC1 antagonist = blocks human EPAC1 exchange factor; AID 720709; 360,000 tested, 0.14% active; Potency, µM (top dose mostly 115 µM), for the others: at the highest dose activity change, negative = inhibition, most hits filed as inhibitors; EPAC1 GEF assay, Rap1b-BODIPY-GDP exchange fluorescence; O95398;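 also: potency is read from the fitted curve at half-maximal effect; plate controls were vehicle for no effect and positive control for full effect; nearly all actives have a fitted effect of over 50% in size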
CCT chaperon mod = changes cytosolic chaperonin activity; purified chaperonin ATPase assay, HTRF ADP detection, 30 min; activity change, % (test concentration not listed), hits read low; 360,000 tested, 0.3% active; AID 651819; in the data active = activity change below about -30%; also: % is scaled to controls: 0 for no effect and ±100 for the full control effect
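Enzyme 40 or 20 nM (batch-dependent) in Tris pH 7.4/KCl/MgCl2/DTT; cpd 76 uM single point; ATP 10 uM; 30 min 37 °C; Transcreener ADP HTRF detection, 30 min RT; ratio 665/615.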
EPAC2 agonist = activates human EPAC2 exchange factor | Q8WZA2 | EPAC2 activation, biochemical qHTS; response scale: 100% = 6.5 mM cAMP response | Potency, µM (doses to about 154 µM), for the others: at the highest dose activation, actives largely listed as activators | 360,000 tested, 0.079% active; also: potency is read from the fitted curve at half-maximal effect; nearly all actives have a fitted effect of over 50% in size
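Readout is BODIPY fluorescence (480 nm excitation, 540 nm emission), which falls as labeled GDP is exchanged off Rap1B. EPAC2 at 100 nM acted on 250 nM RAP1B-BODIPY-GDP with 50 uM GDP present.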
* hit, by the source's call; ? = inconclusive; nt = not tested or not shown; [ ] = dose if it differs, or a comment. Unless noted, calls follow the shape of the dose curve; as a rule, active = well fitted curve in the direction sought with a large enough effect; inconclusive = small, poorly fitted or top-dose-only effect, or another doubt; inactive = no such curve, though single readings can be large; an effect the other way counts as inactive or inconclusive.

SMILES | EPAC1 agonist | WRN helicase inh | PI5P4Ka inh | PLK1 PBD inh | IL-2 act | EPAC1 antagonist | CCT chaperon mod | EPAC2 agonist
O=C(COc1ccc([N+](=O)[O-])cc1)NNC(=O)Nc1cccc(F)c1 | -0.7% | -23.9% | -19.4 | -4.5% | -4.9 | 2.7% | 0.1 | -2.3%
CCOc1cc(/C=N/NC(=O)CCCC(=O)NC2CCCCC2)ccc1O | -3.7% | -32.2%[57.1 µM] | 4.9 | -10.4% | 1.3 | -6.0% | -1.9 | -1.4%
CC1(c2nnc(-c3ccccc3)o2)CC(c2ccncc2)=NO1 (configuration not stated) | -9.2% | -2.3% | 1.7 | 0.3% | -0.3 | 5.2% | -3.4 | 7.0%
COc1cc(OC)c(NS(=O)(=O)c2cc3[nH]c(=O)c(=O)[nH]c3cc2C)cc1Cl | 0.4% | -2.6% | 1.9 | -8.0% | -0.5 | -2.8% | -0.6 | -2.4%
O=C(OCC(=O)N1CCNC1=O)c1ccccc1Cl | 17.5% | 6.8% | -10.5 | -11.3% | 0.0 | 7.6% | -0.4 | 1.5%
CCN(c1ccc(OC)cc1)S(=O)(=O)c1nnc(NC(=O)COc2ccc(F)cc2)s1 | 5.9% | -20.3% | ? | 26.7µM* | 2.3 | 1.0% | 0.9 | 6.0%
CCC(C)NC(=O)c1cnn2c1NC(c1ccc3c(c1)OCO3)CC2C(F)(F)F (configuration not stated) | -3.4% | 9.1% | -0.5 | 0.6% | -0.7 | 9.4% | -0.9 | -5.8%
CCOc1cc(Cl)c(S(=O)(=O)NCc2cccnc2)cc1Cl | -2.1% | -5.6% | 2.6 | -1.1% | -0.1 | -2.2% | -1.1 | -1.6%
O=C(c1ccc2c(c1)OCCO2)N1CCN(Cc2ccccc2)CC1 | 0.0% | -5.7% | -0.2 | -8.1% | 1.7 | 0.0% | 0.6 | -4.6%
Cc1ccc(CN(CC2CCCO2)C(=O)CN2C(=O)C(C(C)C)Oc3ccccc32)o1 (configuration not stated) | -3.0% | 4.8% | nt | ? | -3.4 | 9.2% | -0.4 | ?
O=C(CSc1nccc(=O)[nH]1)c1ccccc1Br | 10.5% | -0.2% | nt | -29.6% | -0.5 | 3.5% | -2.5 | 9.2%
Cc1nn(C)c(Cl)c1CN1CCC(CO)(CCOc2ccccc2)CC1 | 4.8% | -3.5% | 1.1 | -11.7% | -3.0 | 7.4% | 0.3 | 11.5%
CCN1CCN(c2sc(S(C)(=O)=O)nc2S(=O)(=O)c2ccc(Cl)cc2)CC1 | -3.6% | 8.4% | 2.5 | 0.6% | -0.7 | 8.9% | 2.1 | -0.1%
N#Cc1ccc(C(=O)N2CCCCC2c2cc(C(=O)Nc3cccc(C#N)c3)no2)cc1 (configuration not stated) | -6.7% | -9.9% | 0.2 | -5.0% | 0.3 | -13.0% | 1.3 | 8.1%
CC(C)Cn1c(O)c2ccc(C(=O)N=NC(=O)c3cccnc3)cc2c1O | 5.2% | -26.5% | 3.5 | -9.9% | -2.1 | -29.8% | -3.9 | 11.0%
COc1cccc(/C=C/C(=O)OCC(=O)NC2CCCC2)c1 | 6.7% | 0.9% | 3.5 | -11.7% | -2.4 | -1.3% | -0.4 | ?
CS(=O)(=O)N(CC(=O)NCc1ccncc1)c1cc(Cl)cc(Cl)c1 | -0.9% | 6.7% | nt | 1.0% | 1.2 | 7.4% | 3.6 | 0.5%
Cc1c(NC(=O)c2cccc(S(=O)(=O)N(C)c3ccccc3)c2)c(=O)n(-c2ccccc2)n1C | 13.0% | -2.2% | 7.2 | -3.2% | 0.2 | 8.8% | -1.1 | 6.3%
O=C(NCc1ccco1)c1csc(Nc2ccccc2Cl)n1 | 11.9% | -17.2% | nt | -12.8% | -1.8 | -12.9% | 0.1 | 8.3%
CSCCC(NC(=O)COc1ccccc1)C(=O)N1CC(C)CC(C)C1 (configuration not stated) | -6.5% | 2.6% | 2.3 | -3.8% | 0.2 | 6.9% | 0.3 | -0.3%
COc1ccc(C(=O)N2CCOCC2)cc1Br | -2.2% | -3.0% | 1.0 | -3.7% | 0.6 | 4.7% | -1.7 | 3.4%
CC(C)NC(=O)c1onc(CSc2ccc(Cl)cc2)c1C(=O)NC(C)C | 0.1% | -4.4% | 5.9 | 0.1% | -0.6 | -26.4% | -0.9 | 6.3%
O=C1C2CCCCN2C(=O)N1CCCCN1CCN(c2cccc(C(F)(F)F)c2)CC1 (configuration not stated) | -1.0% | -2.0%[57.1 µM] | -0.7 | -7.9% | -3.1 | -15.1% | -1.6 | 2.0%
N#Cc1c(NC(=O)C(=O)NCCCN2CCOCC2)sc2c1CCC2 | -3.1% | 16.2% | -0.7 | -16.7% | -3.3 | 21.5% | 0.4 | 9.8%
CC(C)C(=O)Nc1ccc(N2CCN(c3ccc(F)cc3)CC2)cc1 | 6.9% | 4.8% | 2.5 | 0.9% | 0.3 | 2.3% | -0.8 | -0.8%
O=C(COC(=O)CNC(=O)C1CCCCC1)NCc1ccc(Cl)cc1 | 17.4% | -0.7% | 0.6 | 1.5% | 0.7 | 0.6% | 0.1 | 1.4%
Cc1ccc(S(=O)(=O)N2CCCCC2)cc1NC(=O)CCc1nc2ccccc2c(=O)[nH]1 | -2.6% | -24.5% | ? | -24.0% | -0.5 | 15.9% | -2.8 | 4.0%
CCCCN(C=O)c1c(CC)nc2ccc(C(=O)N3CCN(C(=O)c4ccco4)CC3)cn12 | -9.3% | 3.2% | 1.7 | -1.5% | 0.3 | -15.7% | 1.1 | 6.9%
COc1cccc(NC(=O)C(=O)NCC2CCCN2S(=O)(=O)c2ccccc2)c1 (configuration not stated) | 8.8% | -2.9% | 12.3 | 2.0% | 3.3 | -1.8% | 0.6 | 9.9%
O=C(CCNC(=O)c1ccc(Br)cc1)NNC(=O)C1COc2ccccc2O1 (configuration not stated) | -1.4% | -4.5% | -8.5 | -5.0% | -1.0 | -17.3% | 0.2 | -0.9%

Printed as active in PLK1 PBD inh (from the list above):
SMILES | EPAC1 agonist | WRN helicase inh | PI5P4Ka inh | PLK1 PBD inh | IL-2 act | EPAC1 antagonist | CCT chaperon mod | EPAC2 agonist
CCN(c1ccc(OC)cc1)S(=O)(=O)c1nnc(NC(=O)COc2ccc(F)cc2)s1 | 5.9% | -20.3% | ? | 26.7µM* | 2.3 | 1.0% | 0.9 | 6.0%

(list continues)
SMILES | EPAC1 agonist | WRN helicase inh | PI5P4Ka inh | PLK1 PBD inh | IL-2 act | EPAC1 antagonist | CCT chaperon mod | EPAC2 agonist
Cc1ccccc1N1C(=O)C2C3C=CC(C2C1=O)N(C)C3=O (configuration not stated) | -1.6% | -0.3% | -1.2 | -2.2% | 1.1 | 3.0% | 2.2 | 2.5%
CCC1(C)N([O-])C(C)=C(c2ccccc2)[N+]1=O (configuration not stated) | 21.0% | 2.9% | -2.0 | -2.3% | 0.1 | 10.4% | -1.7 | 9.9%
O=C(COc1ccc2ccccc2c1)NNC(=O)Cc1ccccc1 | -1.4% | -18.6% | -6.8 | 0.1% | 1.2 | 2.8% | -1.1 | -5.1%
O=C(Nc1ccc(-n2cnnn2)cc1)c1cccc(S(=O)(=O)N2CCCC2)c1 | 12.7% | 5.4% | 1.6 | -3.3% | -0.1 | -1.8% | -1.2 | 7.0%
Cc1cccc(NC(=O)CNC(=O)Cn2cc(C(F)(F)F)cc(Cl)c2=O)c1C | 4.5% | 2.6% | -5.9 | 3.8% | -3.0 | -3.9% | -0.1 | 2.8%
CCN(C(=O)CSc1ncnc2sccc12)c1c(N)n(Cc2ccccc2)c(=O)[nH]c1=O | 4.5% | 0.5% | -23.4 | -7.9% | -0.6 | 0.3% | -4.1 | 6.2%
Cc1cccc(NC(=O)C2COc3ccccc3O2)n1 (configuration not stated) | -3.8% | -7.7% | 4.5 | 0.5% | -0.2 | -19.5% | 1.3 | 5.2%
CC1Cc2ccccc2N1C(=O)Cn1cc([N+](=O)[O-])ccc1=O (configuration not stated) | 12.9% | -16.8% | 3.3 | 1.0% | 0.8 | 3.6% | -2.8 | 6.5%
COc1ccccc1C(CNC(=O)c1cccc(S(=O)(=O)Nc2ccc(C)cc2)c1)N1CCCC1 (configuration not stated) | 2.2% | -10.5% | -4.0 | -1.3% | 0.0 | 8.1% | 0.3 | 0.2%
CCCNC(=O)C1(C)CCN(Cc2ccc(Oc3ccccc3)cc2)C1 (configuration not stated) | 4.7% | -3.4% | -2.4 | -2.7% | 0.0 | 2.5% | -0.5 | 7.3%
CCOC(=O)N1CCN(C(=O)CSC2=NS(=O)(=O)c3cc(Cl)ccc3N2)CC1 | 4.4% | ? | -4.9 | -9.7% | 0.3 | -4.1% | -1.7 | 5.4%
COc1ccc(C2CC(=O)C=C(NCc3ccccc3)C2)cc1 (configuration not stated) | 2.0% | -2.5% | -17.4 | -0.6% | -2.0 | 2.0% | 0.2 | -3.2%
COC(=O)/C=C\C(C#N)(C#N)N=Cc1ccc(OC)cc1 | -0.6% | 56.2µM* | 1.5 | 9.47µM* | -0.7 | -12.5% | 1.3 | -3.6%
Cc1[nH]c2ccccc2c1C(=O)CSc1nc2ccccc2[nH]1 | 11.0% | -31.9% | nt | -15.0% | -1.9 | -8.3% | -0.4 | 20.0%
COCCN1C(=O)C(O)=C(C(C)=O)C1c1ccc(OC)c(OC)c1 (configuration not stated) | 1.4% | -13.5% | 5.6 | -4.6% | 1.8 | -10.4% | -24.9 | 7.5%
Nc1nc(-c2ccccc2)c(-c2ccccc2)s1 | -5.7% | -4.4% | 1.3 | ? | -1.4 | -13.6% | -0.6 | 7.2%
C[C@H]1C(=O)N(C)CCN1C(=O)c1ccccc1OC1CCN(S(C)(=O)=O)CC1 | -1.5% | 0.8% | -0.9 | 11.8% | 1.4 | -0.1% | -0.4 | -7.6%
COCCNC(=O)c1ccc2c(c1)NC(=O)CS2 | -2.3% | 9.7% | nt | -2.7% | -3.5 | 16.1% | 1.1 | -1.1%
CC(=O)Nc1ccc(S(=O)(=O)N(C)CC(=O)N(C)Cc2sccc2C)cc1 | 5.6% | 7.3% | 2.6 | 2.9% | -4.0 | 1.1% | -1.4 | -1.6%

Some of these compounds in order of molecular weight, highest first.
SMILES | EPAC1 agonist | WRN helicase inh | PI5P4Ka inh | PLK1 PBD inh | IL-2 act | EPAC1 antagonist | CCT chaperon mod | EPAC2 agonist
Cc1[nH]c2ccccc2c1C(=O)CSc1nc2ccccc2[nH]1 | 11.0% | -31.9% | nt | -15.0% | -1.9 | -8.3% | -0.4 | 20.0%
COCCNC(=O)c1ccc2c(c1)NC(=O)CS2 | -2.3% | 9.7% | nt | -2.7% | -3.5 | 16.1% | 1.1 | -1.1%
Nc1nc(-c2ccccc2)c(-c2ccccc2)s1 | -5.7% | -4.4% | 1.3 | ? | -1.4 | -13.6% | -0.6 | 7.2%

The list is partial (hit frequency here may not be typical).
